LEDGF integ inh = blockers of LEDGF/p75-dependent integrase strand transfer – biochemical, TR-FRET, high throughput, primary screen. inhibition, % at 3.7 µM. 370,000 compounds, 0.64% hits. TR-FRET IN-LEDGF/p75 DNA integration, Eu/Cy5. HIV-1 integrase (with human LEDGF/p75);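 active = inhibition above the screen-wide mean plus 3 SD, cut at about 13% in these data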;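 note: signal is the Cy5 over europium emission ratio at 671 and 618 nm; 0% = plate median of compound wells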
MBD2 DNA inh = inhibitors of MBD2 binding to methylated DNA, primary screen, biochemical, TR-FRET, DNA-binding domain, human; Methyl-CpG-binding domain protein 2 (Homo sapiens), Q9UBB5; 370,000 compounds, 0.31% hits; inhibition, % at 4.4 µM; AID 686964, 2013; MBD2 binding to methylated oligonucleotide; in the data active = inhibition above about 13%
SIAE primary = human SIAE inhibitors, primary screen, biochemical, fluorescence polarization, FP-Rh probe, 1536-well HTS; 370,000 compounds, 0.69% hits; inhibition, % at 9.66 µM; Sialate O-acetylesterase (Homo sapiens), Q9HAT2; SIAE FP-Rh probe binding; AID 1053197, 2014;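 active = inhibition above a cutoff: mean of compounds within the control limits plus 3 SD of those, cut at about 17% in these data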;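 note: 0% = plate median of compound wells and 100% = probe without SIAE protein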
Target sequence (Q9HAT2 whole entry, looked up): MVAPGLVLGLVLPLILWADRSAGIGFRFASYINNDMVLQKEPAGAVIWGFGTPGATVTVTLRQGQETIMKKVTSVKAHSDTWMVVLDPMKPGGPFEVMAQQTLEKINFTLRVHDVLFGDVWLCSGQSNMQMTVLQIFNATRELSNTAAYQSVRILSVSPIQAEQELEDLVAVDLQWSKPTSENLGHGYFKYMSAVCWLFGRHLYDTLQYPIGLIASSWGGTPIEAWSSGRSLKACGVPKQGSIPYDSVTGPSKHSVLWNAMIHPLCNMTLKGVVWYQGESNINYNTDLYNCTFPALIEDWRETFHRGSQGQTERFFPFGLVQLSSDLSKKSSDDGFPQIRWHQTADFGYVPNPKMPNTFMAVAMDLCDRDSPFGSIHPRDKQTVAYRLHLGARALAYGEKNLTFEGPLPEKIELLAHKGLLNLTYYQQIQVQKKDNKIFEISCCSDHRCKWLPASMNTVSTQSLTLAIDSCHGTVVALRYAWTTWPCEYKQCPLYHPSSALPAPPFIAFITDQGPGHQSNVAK
rCAG RNA binder = binders of r(CAG) RNA repeats, primary screen, biochemical, fluorescence; r(CAG) RNA repeat, TO-PRO-1 dye displacement fluorescence; inhibition, % at 3 µM; 370,000 compounds, 1.3% hits;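 active = inhibition above the plate cutoff, the mean of all test compounds on that plate plus 3 SD, cut at about 35% in these data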;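 note: 0% = DMSO alone and 100% = 100 µM mitoxantrone as full dye displacement; higher means more dye released from RNA so lower well fluorescence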
TCR CD3 inh = inhibitors of human TCR-CD3 interaction, primary screen, biochemical, fluorescence, TAMRA-labeled TCR probe; 360,000 compounds, 0.37% hits; inhibition, % at 9.4 µM; in the data active = inhibition above about 19%;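 note: recombinant mutant TCR 2C K166C tagged with TAMRA read by polarization; 0% = receptor in buffer alone and 100% = receptor with positive control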
NPR2 activator = human GC-B receptor activators, primary screen, HEK293 GC-B cells, cGMP TR-FRET, EC30 CNP; activation, % at 10 µM; 370,000 compounds, 0.11% hits; Atrial natriuretic peptide receptor 2 (Homo sapiens), P20594; 0% at EC30 CNP, 100% saturating CNP;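 active = activation at 10 µM reaching about 35% in either raw or pattern-adjusted values, limit read from the data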
HTRA1 inhibitor = HTRA1 serine protease inhibitors, primary screen, biochemical, fluorescence polarization, HTS. Q92743. recombinant HTRA1, FP-rhodamine activity-based probe. inhibition, % at 5.96 µM. 340,000 compounds, 0.5% hits. AID 504803, 2011; in the data active = inhibition above about 36%;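 note: 0% = enzyme with DMSO and 100% = wells lacking enzyme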
ABHD4 inh = ABHD4 inhibitors, primary screen, biochemical, fluorescence polarization, mouse. 370,000 compounds, 0.54% hits. AID 720543, 2013. inhibition, % at 8.92 µM. (Lyso)-N-acylphosphatidylethanolamine lipase (Mus musculus), Q8VD66. purified mABHD4, FP-Rh probe fluorescence polarization;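 active = inhibition exceeding the mean over every tested compound plus 3 SD, cut at about 30% in these data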;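 note: 0% = plate median of compound wells and 100% = S159A mutant with DMSO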
Target sequence (Q8VD66 whole entry, looked up): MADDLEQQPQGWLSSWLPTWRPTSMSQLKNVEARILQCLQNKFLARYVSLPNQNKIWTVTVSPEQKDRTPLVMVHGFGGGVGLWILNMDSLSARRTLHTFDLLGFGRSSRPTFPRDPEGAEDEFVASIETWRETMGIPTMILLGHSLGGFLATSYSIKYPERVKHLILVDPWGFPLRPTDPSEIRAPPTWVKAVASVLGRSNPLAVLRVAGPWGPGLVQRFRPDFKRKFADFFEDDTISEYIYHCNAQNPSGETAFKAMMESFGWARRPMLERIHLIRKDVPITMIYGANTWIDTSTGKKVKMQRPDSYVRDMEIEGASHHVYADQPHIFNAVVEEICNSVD
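Assay system: mABHD4 protein; medium: HEPES pH 7.0, NaCl, Pluronic buffer; dosing: 8.92 µM, single dose; schedule: 45 min + 60 min at 25 °C; signal: FP readout, ex 525 nm / em 598 nm; read-out: normalized percent inhibition of probe labeling; repeats: single replicate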
TDP2 inh = human TDP2 enzyme inhibitors, primary screen, biochemical, epi absorbance, recombinant enzyme. T5PNP hydrolysis, p-nitrophenol absorbance 415 nm. Tyrosyl-DNA phosphodiesterase 2 (Homo sapiens), O95551. inhibition, % at 12.8 µM. 370,000 compounds, 0.34% hits. AID 720702, 2013;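 active = inhibition above the mean of all tested compounds plus 3 SD, set per campaign, cut at about 25% in these data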;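 note: 0% = DMSO with enzyme and 100% = buffer with substrate but no TDP2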
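Incubation: 2 h at 37 °C; Test system: recombinant human TDP2; Quantity: enzyme 120 nM; Read-out basis: percent inhibition; Medium: 50 mM Tris-HCl pH 7.5 with Mg2+, KCl, DTT, BSA; Repeats: single replicate; Compound: 12.8 µM single point, 1% DMSO; Signal: epi absorbance; Reagent: 5 mM T5PNP chromogenic substrate; Benchmarks: no-enzyme high, DMSO-plus-enzyme low.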
PRMT1 FP inh = PRMT1 methyltransferase inhibitors, primary screen, biochemical, fluorescence polarization | inhibition, % at 2.79 µM | AID 652257, 2013 | recombinant PRMT1, activity-based probe fluorescence polarization | 370,000 compounds, 1.3% hits;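 active = inhibition above about 21% made by adding two undisclosed values, limit read from the data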
* = called active by the depositor; . = not tested or not shown.

A first look:
SMILES	LEDGF integ inh	MBD2 DNA inh	SIAE primary	rCAG RNA binder	TCR CD3 inh	NPR2 activator	HTRA1 inhibitor	ABHD4 inh	TDP2 inh	PRMT1 FP inh
COC(=O)NNC(=S)Nc1ccc(Br)cc1	-3	1	3	-2	-3	3	3	1	3	1
CCOC(=O)Cn1nc(C)n(-c2ccc(F)cc2)c1=O	-1	-4	-12	-2	-7	1	2	8	-4	5

The whole of this part, previewed entries included:
SMILES	LEDGF integ inh	MBD2 DNA inh	SIAE primary	rCAG RNA binder	TCR CD3 inh	NPR2 activator	HTRA1 inhibitor	ABHD4 inh	TDP2 inh	PRMT1 FP inh
COC(=O)NNC(=S)Nc1ccc(Br)cc1	-3	1	3	-2	-3	3	3	1	3	1
CCOC(=O)Cn1nc(C)n(-c2ccc(F)cc2)c1=O	-1	-4	-12	-2	-7	1	2	8	-4	5
COc1cnc(-c2ccccn2)nc1Oc1cccc(Cl)c1	6	0	5	-5	0	-2	36	5	-11	-2
CC(=O)Nc1ccc(NC(=O)CCSCCc2ccccn2)cc1	-1	-1	4	-3	0	3	-3	1	7	1
O=C(Nc1ccccc1O)c1c(O)c2c([nH]c1=O)CCCC2	1	0	-1	44*	9	-2	0	-5	0	0
Cc1cccc(-n2c(O)cnc2Nc2nc(C)cc(C)n2)c1	-1	0	7	-2	7	2	.	4	-2	-1
Fc1cccc(CSc2ccc3nnc(-c4cccnc4)n3n2)c1	-2	4	7	-3	3	4	0	6	-2	3
O=S1(=O)N[C@@H](Cc2ccccc2)COc2cc(N3CCN(Cc4ccccc4F)CC3)ccc21	-6	5	-4	8	-6	2	.	0	-11	3
CCc1cc(-c2n[nH]c(=S)n2-c2cccc(C)c2)cs1	0	0	4	9	8	-3	-6	3	6	8
CC(=O)Nc1cccc(NC(=O)CSc2ncc(C(=O)Nc3ccc(F)cc3)c(=O)n2C)c1	-3	1	-40	3	-6	-2	2	2	7	0
O=C(NCc1ccccc1)C(c1cccc2ccccc12)n1c(=O)c(-c2ccccc2)nc2ccccc21 (centres undefined)	-1	7	-20	7	-3	-4	.	0	6	5
CSCCC(NC(=O)c1ccccc1)C(=O)NCc1ccco1 (centres undefined)	3	-5	5	1	4	6	4	1	8	2
Cc1ccc(N=Cc2c(O)cc(C)oc2=O)c(C)c1	-2	1	2	0	5	0	3	-2	4	-1
CCCOC(=O)Nc1ccccc1C(N)=O	2	3	-4	-2	-4	-1	1	-3	4	0
COc1ccc(OC)c(N2C(=O)[C@@H]3C(c4ccccc4Cl)=NO[C@@H]3C2=O)c1	23*	26*	5	24	2	-6	8	23	-5	2
CN1C(=O)C(O)(C2COC(C)(C)CC2=O)c2cc(Br)ccc21 (centres undefined)	2	5	0	1	6	3	7	-3	8	-2
FC(F)(F)c1ccc(Oc2ccccc2Cl)nc1	3	1	0	0	13	1	5	-4	-2	2
CC(=O)Nc1ncc(Cc2cccc(Cl)c2Cl)s1	2	1	11	-2	6	-2	-1	-5	2	-4
O=C(OCc1nnc(-c2ccccc2)o1)c1ccc2c(c1)OCO2	2	-2	4	-5	9	-3	5	-4	7	0
O=C(c1ccc2c(=O)n3c(nc2c1)CCC3)N1CCN(S(=O)(=O)c2cccc(F)c2)CC1	-1	-7	-1	5	-4	-3	-3	-4	3	0
CCCC1OC23CCCCC2C(C#N)(C(=N)O3)C1(C#N)C#N (centres undefined)	0	6	9	0	8	-1	12	10	8	0
Cc1ccc(C2C(C#N)=C(N)Oc3c2oc(CO)cc3=O)o1 (centres undefined)	2	0	-4	-1	-2	5	6	11	2	9
Cc1ccc(CNC(=O)CCS(=O)(=O)c2ccc(Br)s2)o1	-1	1	-1	6	-8	0	-5	2	4	19
CC(OC(=O)Cc1c[nH]c2ccccc12)C(=O)Nc1ccccc1[N+](=O)[O-] (centres undefined)	-2	-1	2	0	5	3	-6	-3	-15	1
Cc1nc(OCC(C)C)c2sc3nc4c(cc3c2n1)COC(C)(C)C4	0	-3	1	-6	6	-3	.	6	0	0
O=C1NC(=Nc2ccccc2)S/C1=C\C=C\c1ccco1	34*	4	24*	69*	9	-6	18	21	5	21
Cc1cc(C(=O)NC2CCCc3c2cnn3-c2ccc(C(C)(C)C)cc2)n[nH]1 (centres undefined)	0	2	-6	-5	-1	3	-18	3	15	2
CC(C)(C)NC(=O)NC(=O)CSc1nnc(-c2ccccc2F)n1N	2	-5	7	-1	-4	-6	2	5	-2	1
Cc1ccnc(NC(=O)Cn2ccc([N+](=O)[O-])n2)c1	2	2	1	2	2	6	9	1	1	3
O=C(NCCc1nnc2ccc(N3CCCCCC3)nn12)c1ccccc1	1	3	3	-6	0	3	0	3	1	0
O=C(CCCOc1ccccc1)Nc1ccc(S(=O)(=O)N2CCOCC2)cc1	0	-1	-5	4	1	-1	1	-1	-7	1
COc1ccc(Cl)cc1NC(=O)CN(C)C(=O)c1n[nH]c2ccccc12	-2	4	2	3	-4	-2	-11	-8	10	3
O=C1CSC(c2ccccn2)N1c1ccccc1 (centres undefined)	3	-2	2	3	-1	2	4	3	9	-1
N#Cc1nc(Cc2ccccc2)oc1NCCc1ccccc1	1	2	-1	1	-2	7	-18	-12	8	2
CS(=O)(=O)N(Cc1ccccc1)c1ccccc1C(=O)Nc1ccccc1C(=O)NCc1ccco1	-1	-1	-8	-1	-5	-3	-38	4	-4	4
CC1CCCCN1C(=O)COC(=O)c1cc([N+](=O)[O-])ccc1N (centres undefined)	0	-5	0	-2	-2	-1	7	1	-4	-3
O=C(CSc1nnc(-c2ccccc2NC(=O)c2ccccc2)o1)OC1CCCCC1	0	-1	1	2	6	-1	-1	2	7	-3
CCc1ccc(N=C2NC(=O)/C(=C/c3ccc(OCC(=O)O)c(OC)c3)S2)cc1	6	0	-8	42*	-9	-7	-20	-9	1	0
Cc1ccc(NC(=O)CCn2c(=O)[nH]c3ccsc3c2=O)cc1F	1	0	1	0	-1	-6	9	-3	0	-1
NC(=O)COc1c(-c2ccccc2)oc2ccccc2c1=O	3	-1	0	0	2	2	-5	1	-21	2
CC[C@@]1(C(=O)OC)N[C@H](CN(C)S(=O)(=O)c2ccccc2)[C@@H]2C(=O)N(Cc3ccccc3)C(=O)[C@@H]21	5	2	0	1	-2	1	6	2	-8	4
O=C(NCCc1c[nH]c2ccccc12)C(=O)NCC1CCCO1 (centres undefined)	-2	1	5	-6	6	6	5	0	13	-1
CC(C)(C)n1nnnc1C(c1ccccn1)N(Cc1ccccc1)Cc1ccc(Cl)cc1 (centres undefined)	0	-3	-6	3	9	-27	-31	-12	-14	0
Cc1ccc(NC(=O)CCS(=O)(=O)c2cccc3nonc23)c(Cl)c1	2	-5	1	2	-8	3	4	-6	-10	-6
CC(=O)Oc1ccc(/C=C(\NC(=O)c2cccc(Br)c2)C(=O)Nc2ccc(C(=O)O)cc2)cc1	-5	3	-1	50*	-2	3	17	-16	-2	7
Cc1ccccc1Cn1ccc(NC(=O)c2cnn3c(C(F)(F)F)cc(-c4ccco4)nc23)n1	-7	1	-12	4	-11	2	-13	4	-2	3
COC(=O)C1=C(C)N(Cc2ccccc2C(F)(F)F)C(=NCc2ccc(OC)cc2)NC1c1ccccc1C(F)(F)F (centres undefined)	2	-5	-3	4	8	-3	.	1	-3	-6
CC1CCCC(NC(=O)CCNC(=O)c2ccc([N+](=O)[O-])cc2)C1C (centres undefined)	-1	0	-4	-3	-2	1	6	-1	-11	-2
CN(CC(=O)N1CCCCCC1)S(=O)(=O)c1ccccc1	-5	-1	-4	-4	-2	5	2	1	3	1
Cc1ccc(S(=O)(=O)NNc2c3ccccc3nc3ccc(Cl)cc23)cc1	5	-1	-3	4	-4	3	-3	-2	-20	15
COc1ccc(NC(=O)N2CCC(c3nc4ccc(Cl)cc4[nH]3)CC2)cc1OC	1	2	-4	7	.	-8	.	3	0	5

Four compounds already listed, ordered by heavy-atom count, rising:
SMILES	LEDGF integ inh	MBD2 DNA inh	SIAE primary	rCAG RNA binder	TCR CD3 inh	NPR2 activator	HTRA1 inhibitor	ABHD4 inh	TDP2 inh	PRMT1 FP inh
CN(CC(=O)N1CCCCCC1)S(=O)(=O)c1ccccc1	-5	-1	-4	-4	-2	5	2	1	3	1
Cc1ccc(S(=O)(=O)NNc2c3ccccc3nc3ccc(Cl)cc23)cc1	5	-1	-3	4	-4	3	-3	-2	-20	15
COc1ccc(NC(=O)N2CCC(c3nc4ccc(Cl)cc4[nH]3)CC2)cc1OC	1	2	-4	7	.	-8	.	3	0	5
Cc1ccccc1Cn1ccc(NC(=O)c2cnn3c(C(F)(F)F)cc(-c4ccco4)nc23)n1	-7	1	-12	4	-11	2	-13	4	-2	3

A different layout for 2 compounds above.
Results follow in this order: LEDGF integ inh | MBD2 DNA inh | SIAE primary | rCAG RNA binder | TCR CD3 inh | NPR2 activator | HTRA1 inhibitor | ABHD4 inh | TDP2 inh | PRMT1 FP inh
CC(OC(=O)Cc1c[nH]c2ccccc12)C(=O)Nc1ccccc1[N+](=O)[O-] (centres undefined)
→ -2 | -1 | 2 | 0 | 5 | 3 | -6 | -3 | -15 | 1
Cc1nc(OCC(C)C)c2sc3nc4c(cc3c2n1)COC(C)(C)C4
→ 0 | -3 | 1 | -6 | 6 | -3 | . | 6 | 0 | 0

Three entries drawn at random from the list so far:
SMILES	LEDGF integ inh	MBD2 DNA inh	SIAE primary	rCAG RNA binder	TCR CD3 inh	NPR2 activator	HTRA1 inhibitor	ABHD4 inh	TDP2 inh	PRMT1 FP inh
Cc1ccnc(NC(=O)Cn2ccc([N+](=O)[O-])n2)c1	2	2	1	2	2	6	9	1	1	3
CSCCC(NC(=O)c1ccccc1)C(=O)NCc1ccco1 (centres undefined)	3	-5	5	1	4	6	4	1	8	2
O=C(NCc1ccccc1)C(c1cccc2ccccc12)n1c(=O)c(-c2ccccc2)nc2ccccc21 (centres undefined)	-1	7	-20	7	-3	-4	.	0	6	5

A portion of the library; the hit share may differ from the screen's.
